Myeloid diff MLP – promotes myeloid progenitor differentiation. ER-HoxA9 myeloid progenitors, lysozyme-GFP differentiation, flow cytometry. calls only at 10 µM. 360,000 tested, 1% active. AID 624256;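 active = normalized GFP-positive differentiation at or above the plate's own cutoff, the solvent-only control mean plus 3 SD; inconclusive = no clear call, values can overlap the other calls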;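 note: cells exposed to compound for four days before flow analysis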
Myeloid diff MLP GFP+ MAC1+ % – second read-out of Myeloid diff MLP, no call of its own (marks repeat the call); GFP+ MAC1+ double positive, %; measured here: differentiation confirmed by MAC1 staining
* = called active by the depositor; i = inactive; ? = inconclusive; / = not tested or not shown; + = active, no number; & = joins results of further samples. An excerpt, so the mix of outcomes need not match the whole.

SMILES	Myeloid diff MLP GFP+ MAC1+ %	Myeloid diff MLP
COC(=O)[C@]1(Cc2ccccc2)N[C@H](CN(C)C(=O)c2ccc(F)cc2)[C@@H]2C(=O)N(Cc3ccccc3)C(=O)[C@@H]21	4.5	i
CCC1Nc2ncnc(N3CCCCC3)c2N(Cc2ccc(C)cc2)C1=O (configuration not stated)	0.6&0.8	i
COc1cc(C[C@@H](C)[C@@H](C)Cc2ccc(O)c(OC)c2)ccc1O	3.1	i
COc1cccc(/C=C/c2nc(S(=O)(=O)c3ccccc3)c(N3CCC(C(N)=O)CC3)o2)c1	1.1	i
COc1ccc(NC(=O)c2cc(C3CCCCN3C(=O)c3ccc(Cl)cc3)on2)c(C)c1 (configuration not stated)	0.8	i
Cc1ccc(NC(=O)CN2C(=O)NC3(CCCC3)C2=O)cc1S(=O)(=O)N1CCCCC1	0.7	i
Cc1nc2ccccn2c(=O)c1NC(=O)c1ccc(Br)o1	0.8	i
Cc1cc2occ(CC(=O)N(C)CC(=O)Nc3ccccc3Br)c2cc1C	0.4	i

6 entries already listed, arranged by SMILES length, largest number first:
SMILES	Myeloid diff MLP GFP+ MAC1+ %	Myeloid diff MLP
COC(=O)[C@]1(Cc2ccccc2)N[C@H](CN(C)C(=O)c2ccc(F)cc2)[C@@H]2C(=O)N(Cc3ccccc3)C(=O)[C@@H]21	4.5	i
COc1cccc(/C=C/c2nc(S(=O)(=O)c3ccccc3)c(N3CCC(C(N)=O)CC3)o2)c1	1.1	i
COc1ccc(NC(=O)c2cc(C3CCCCN3C(=O)c3ccc(Cl)cc3)on2)c(C)c1 (configuration not stated)	0.8	i
COc1cc(C[C@@H](C)[C@@H](C)Cc2ccc(O)c(OC)c2)ccc1O	3.1	i
Cc1cc2occ(CC(=O)N(C)CC(=O)Nc3ccccc3Br)c2cc1C	0.4	i
CCC1Nc2ncnc(N3CCCCC3)c2N(Cc2ccc(C)cc2)C1=O (configuration not stated)	0.6&0.8	i

Of the compounds above, these have sulfur:
SMILES	Myeloid diff MLP GFP+ MAC1+ %	Myeloid diff MLP
COc1cccc(/C=C/c2nc(S(=O)(=O)c3ccccc3)c(N3CCC(C(N)=O)CC3)o2)c1	1.1	i
Cc1ccc(NC(=O)CN2C(=O)NC3(CCCC3)C2=O)cc1S(=O)(=O)N1CCCCC1	0.7	i

(next part)
SMILES	Myeloid diff MLP GFP+ MAC1+ %	Myeloid diff MLP
O=C(CN1CCN(S(=O)(=O)c2ccc(Br)s2)CC1)NCC1CCCCC1	0.8	i
CC1CCCN(C(=O)c2ccc(S(=O)(=O)N3CCC(c4nc5ccccc5s4)CC3)cc2)C1 (configuration not stated)	8.6	i
CC(Oc1ccc(Br)cc1)C(=O)Nc1cc(Cl)ccc1N1CCN(C)CC1 (configuration not stated)	0.5	i
CN(Cc1ccccc1F)C(=O)C(Cc1ccccc1)NC(=O)c1ccccc1 (configuration not stated)	0.3	i
CCN1C(=O)[C@@H]2[C@@H](c3ccc(-c4cccc(Cl)c4)c(OC)c3)N3CCCC[C@@]3(C(=O)OC)[C@@H]2C1=O	5.6*	+
CC(=O)Nc1ccc2sn(-c3ccccc3)c(=O)c2c1	0.4	i
CCCCn1c(N)c(N(C)C(=O)CCCn2c(=O)oc3ccccc32)c(=O)[nH]c1=O	2.6	i
OC(c1ccc(Cl)cc1)c1ncc(-c2ccccc2F)[nH]1 (configuration not stated)	1.0	i
COc1ccc(C(=O)CC(Sc2ccccc2N)c2ccc(OC)cc2)cc1 (configuration not stated)	1.2	i
CC(C)CCN(C(=O)c1cn2ccccc2n1)c1c(N)n(Cc2ccccc2)c(=O)[nH]c1=O	0.9	i
CC(C)N(C(=O)[C@H]1C[C@H](CC(=O)NCc2cccc(C(F)(F)F)c2)C(=O)N2CCc3c([nH]c4cc(CCC(=O)N(C)C)ccc34)[C@]12C)C(C)C	0.2	i
COC(=O)[C@@]12C[C@@H](CC(=O)NCc3ccccc3)C(=O)N(Cc3ccc4c(c3)OCO4)C1=CCC(C)(C)C2	1.5	i
CCOc1ccc(NS(=O)(=O)c2ccc(C(=O)NNC(=O)c3ccccc3O)cc2)cc1	1.6	i
CCOC(=O)[C@]12CCC=C1N(Cc1ccccc1)C(=O)[C@H](CC(=O)N1CCOCC1)C2	1.1	i
COc1ccc(S(=O)(=O)Nc2ccc(-n3cnnn3)cc2)cc1[N+](=O)[O-]	0.3	i
Cc1cc2cc3c(=O)[nH]c(=O)cc-3n(CC(O)C(O)C(O)CO)c2cc1C (configuration not stated)	0.6	i
CCOc1ccccc1NC(=O)COC(=O)C12CC3CC(CC(O)(C3)C1)C2	0.0	i
CC1(C(=O)Nc2ccc3c(c2)OCO3)CCN1C(=O)c1ccco1 (configuration not stated)	1.2	i
O=C(CN1C(=O)NC2(CCCC2)C1=O)Nc1ccccc1N1CCCCC1	2.1	i
O=C(CN1CCCCC1)NC1CCc2cc3c(cc21)CCC3 (configuration not stated)	1.4	i
Fc1ccc2cc(CCO[C@H]3CCCCO3)ncc2c1	0.5	i
N#C/C(=C/C1=C(N2CCOCC2)C(=C/c2ccccc2)/CC1)C(=O)Nc1ccccc1F	15.0*	+
O=C(NC(c1ccc2c(c1)OCO2)c1ccccn1)C1CCN(CCOc2ccc(Cl)cc2Cl)CC1 (configuration not stated)	1.5	i
O=C(CSc1nnc(C2CC2)n1C1CC1)c1ccc(F)c(F)c1	0.4	i
CCCCn1nnnc1C(c1ccccc1)N1CCN(c2ccc(F)cc2)CC1 (configuration not stated)	1.2	i
CSc1ncccc1C(=O)Nc1ccc(S(=O)(=O)N2CCCC2)cc1	1.0	i
Cc1nc(SCC(=O)N2CCOCC2)c2c(=O)n(C)c(=O)n(CC(C)C)c2n1	1.4	i
Cc1ccccc1NC(=O)COC(=O)C1CC2CCCC(C1)C2=O (configuration not stated)	1.1	i
COc1ccc(-c2noc(CCC(=O)N3CCN(c4ccccc4OC)CC3)n2)cc1	1.2	i
COc1cccc(CNC(=O)COC(=O)CCCNC(=O)c2ccc(Cl)cc2)c1	0.1	i
CC1(C(=O)NS(=O)(=O)c2ccccc2)CCN1C(=O)C/C=C/c1ccccc1 (configuration not stated)	0.6	i
COc1ccc(-c2coc3c(C(=O)NCC4CC4)cccc23)c(C)c1	0.6	i
COC(=O)C[C@@H]1CC[C@@H](NC(=O)Nc2cc(F)ccc2F)[C@@H](CO)O1	2.2	i
CCCCn1c(N)c(N(CCC(C)C)C(=O)C2CCN(C(=O)c3ccccc3C)CC2)c(=O)[nH]c1=O	0.6	i
O=C1OC=NC1=Cc1ccccc1	0.4	i
O=C(NCc1ccccn1)c1cc(-c2ccncc2)nc2ccccc12	0.8	i
Nc1nc(SCCO)[nH]c(=O)c1NC(=O)c1ccco1	0.5	i
C=CCn1c(=O)c(C(=O)Nc2ncccc2C)c(O)c2ccccc21	0.5	i
O=C(NCCc1ccccc1)c1cc(-c2ccccc2)c(N2CCOCC2)s1	3.4	i
CCN(CC)S(=O)(=O)c1ccc(N2CCOCC2)c(NC(=O)c2nn(C)c(=O)c3ccccc23)c1	1.4	i
Cc1ccc(Cl)cc1N1CCN(C(=O)c2ccccc2SCC(=O)N2CCCC2)CC1	1.4	i
O=C(NCCc1cccs1)Nc1ccc2nc([C@@H]3O[C@H](CO)[C@@H](O)[C@H]3O)[nH]c2c1	4.1	i
Cc1ccc(C(O)c2ncc(-c3cccc4ccccc34)[nH]2)cc1F (configuration not stated)	1.7	i
Cc1ccc(S(=O)(=O)/N=c2\scc(C)n2C)cc1	1.9	i
CC(C)(C)[C@H]1COC(=O)[C@H](NC(=O)OCC2c3ccccc3-c3ccccc32)C/C=C\C[C@@H](CC(=O)N[C@@H](CO)Cc2ccccc2)C(=O)N1	1.7	i
COc1cc(/C=C/c2ccccc2)cc(OC)c1	0.9	i
Cc1ccsc1C(=O)OCC(=O)c1ccc[nH]1	0.6	i
COc1ccc(NC(=O)CN(C)C(=O)c2sc3ccccc3c2Cl)cc1	0.7	i
Cc1cccc(C(=Cc2ccc([N+](=O)[O-])cc2)C(=O)O)c1	0.5	i
C(=C\n1nnc2ccccc21)/c1ccc[nH]1	3.4	i
CC1CCC2(CC1)NC(=O)N(CC(=O)Nc1cccc(S(=O)(=O)N3CCCC3)c1)C2=O (configuration not stated)	0.3	i
CS(=O)(=O)N1CCCCC1c1cc(C(=O)Nc2ccc3c(c2)OCO3)no1 (configuration not stated)	0.8	i
CNCC(O)c1ccc(OC(=O)C(C)(C)C)c(OC(=O)C(C)(C)C)c1 (configuration not stated)	3.0	i
Cc1ccc(C)c(Nc2cc(C)nc3ccccc23)c1	0.5	i
CCN(CC)C(=O)C1=C(C)N(CCCN2CCCC2=O)C(=O)C(CC(=O)NC2CCCC2)C1 (configuration not stated)	1.2	i
CC(C)c1ccc(C(=O)CN2C(=O)NC3(CCc4ccccc43)C2=O)cc1 (configuration not stated)	0.6	i

Additional compounds follow:
SMILES	Myeloid diff MLP GFP+ MAC1+ %	Myeloid diff MLP
O=C1CCc2cc(S(=O)(=O)Nc3ccc(F)cc3)ccc2N1	0.0	i
CC(=O)c1sc(NC(=O)CCS(=O)(=O)c2ccc(Cl)cc2)nc1C	1.0	i
Cc1ccc(S(=O)(=O)NCCC(=O)N2CCN(S(=O)(=O)c3ccccc3)CC2)cc1C	0.6	i
CC(=O)c1cccc(OCC(=O)N(Cc2ccco2)c2c(N)n(Cc3ccccc3)c(=O)[nH]c2=O)c1	4.7*	+
O=C(CCNC(=O)c1ccc(Br)cc1)NCCCc1ccccc1	0.5	i
CC(C)CN(C(=O)COC(=O)c1cc2ccccc2cc1O)c1c(N)n(Cc2ccccc2)c(=O)[nH]c1=O	0.4	i
CC(C)[C@H](NC(=O)OC(C)(C)C)c1cc(C(=O)NC2CC2)c(N)s1	2.2	i
O=[N+]([O-])c1ccc(S(=O)(=O)N2CCN(c3ccc(N4CCOCC4)nn3)CC2)cc1	0.8	i
O=C(NCc1cccc(Cl)c1)C1Cc2c(-c3ccccc3)ccnc2O1 (configuration not stated)	0.6	i
CN(C(=O)CNc1ccccc1Cl)C1CCS(=O)(=O)C1 (configuration not stated)	0.7	i
CC[C@]1(C(=O)OC)[C@H]2C(=O)N(C)C(=O)[C@H]2[C@H]2CN=C(SCc3ccc(C#N)cc3)N21	0.8	i
CN(CC(=O)Nc1ccccc1Cl)C(=O)c1ccc(N2C(=O)CCC2=O)cc1	0.9	i
COc1ccc(CCC(=O)NCCOc2ccccc2Cl)cc1	0.7	i
Cc1nn(CC(=O)OCC(=O)c2ccc(OC(F)F)cc2)c(C)c1[N+](=O)[O-]	1.8	i
C[C@@H]1CN([C@@H](C)CO)C(=O)Cc2cc(NC(=O)Nc3ccc(F)cc3)ccc2O[C@@H]1CN(C)Cc1ccc(Cl)c(Cl)c1	1.2	i
CCOC(=O)C(Cc1cc(N)c(Oc2ccc(OC)cc2)c(N)c1)NC(C)=O (configuration not stated)	0.5	i
C=CCN(c1ccc(F)cc1)S(=O)(=O)c1cc(C(=O)NC2CC2)ccc1Cl	0.4	i
COc1ccc(CN(C)S(=O)(=O)c2c(C)noc2C)cc1OC	0.6	i
COc1ccc(/C=C/C(=O)OCC(=O)Nc2nnc(-c3ccccc3)o2)c(OC)c1	0.6	i
CCCCCN(C(=O)CCC(=O)OCC(=O)N(CC)c1ccccc1)c1c(N)n(CCCC)c(=O)[nH]c1=O	1.0	i
O=C1NC[C@@H](CCCCN2C[C@H](Cc3ccccc3)N(CCC3CCCCC3)C(=O)C2=O)N(CCc2ccccc2)C1=O	0.5	i
O=C(NCc1ccccc1)c1ccc(NC(=O)C2CCCC2)cc1	0.8	i
Cc1ccc(C(=O)NC2CCC(C)CC2)s1 (configuration not stated)	0.6	i
O=[N+]([O-])c1ccc(/C=N/Nc2ncccc2[N+](=O)[O-])s1	1.6	i
O=C(COC(=O)c1ccccc1NCCO)NCC1CCCCC1	0.9	i
COc1cccc(CN(C)C(=O)CCC(=O)c2cc(Br)ccc2OC)c1	0.9	i
CC(C)(C)c1ccc(-c2ccc3c(c2)S(=O)(=O)c2ccccc2C3=O)cc1	1.5	i
C[C@H]1CN(C2CCCCC2)C(=O)[C@@H]1CC(=O)Nc1ccccc1	1.4	i
CCCCc1c(-c2ccc(OC)cc2)ncn1CCc1ccccc1OC	2.0	i
Cn1cc(-c2csc(C(O)c3ccc(F)c(F)c3)n2)cn1 (configuration not stated)	1.4	i
CC(C)C(=O)N1CCCC1(C)C(=O)Nc1ccc(-n2cncn2)cc1 (configuration not stated)	1.5	i
CC(C)NC(=O)c1ccc(-c2ccc(F)c(F)c2)c2ccoc12	0.7	i
CCCS(=O)(=O)NC(=O)C1(C)CCN(C(=O)CSc2ccccc2)C1 (configuration not stated)	0.5	i
C/C=C/c1cccc(-c2nc(C(=O)NC3CCC3)cc3c2[C@H](CCO)N(S(=O)C(C)(C)C)C3)c1 (some centres not stated)	1.3	i
O=C(N/N=C/c1cccnc1)c1cc(-c2ccc(Cl)cc2)nc2ccccc12	0.3	i
CCc1nc2ccccc2c(=O)n1/N=C/c1ccc(Cl)cc1	0.3	i
O=C(NCC(c1ccco1)N1CCN(c2ccccc2F)CC1)c1cccs1 (configuration not stated)	1.3	i
CC1=C(C(=O)N2CCOCC2)CC(CC(=O)NC2CCCCC2)C(=O)N1CCCN1CCCC1=O (configuration not stated)	0.7	i
c1ccc(-c2ccncn2)cc1	0.5	i
CC(C)C[C@@H](CN1CCC[C@@H]1CN1C(=O)C(=O)NC[C@@H]1Cc1ccccc1)N1C[C@H](Cc2ccc(O)cc2)N(CC2CCCCCC2)C(=O)C1=O	0.3	i
CC1CC(C)CN(C(=O)COC(=O)Cc2c[nH]c3ccccc23)C1 (configuration not stated)	0.4	i
Oc1ccccc1C=NNC(=S)Nc1ccc(F)cc1	/	?
